# Her2 expr inh – inhibitors of Her2 protein expression, primary screen, SKBR-3 cells, AlphaScreen, 66K library; Receptor tyrosine-protein kinase erbB-2 (Homo sapiens), P04626; SKBR-3 HER2 protein level, 18-24 h; stronger effect = lower value; HER2 level % of control, % at 10 µM; hit rate 0.69% among 65,000;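 active means HER2 level under 5% of the carrier-only control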;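 further: 100% = DMSO carrier and 0% = 500 nM PU-H71 HSP90 inhibitor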
# A340 absorber – compound light absorbance at 340 nm, profiling panel, artefact control, biochemical, MLSMR library, data from PS, PMK, MK assays; compound absorbance at 340 nm, fold over control; 65,000 tested, under 10 active; fold change at 10 µM;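 active means at 10 µM dose, initial 340 nm absorbance at least 2 fold that of control wells; inactive means change under 2 fold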;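 further: initial absorbance extrapolated from kinetic A340 decline of NADH oxidation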
# HTR1E agonist – 5-HT1E receptor agonists, primary screen, cell-based, HTS | hit rate 0.69% among 65,000 | CHO 5-HT1E Ga15 NFAT-bla reporter, FRET; 0% DMSO wells, 100% control agonist wells | 5-hydroxytryptamine receptor 1E (Homo sapiens), P28566 | activation, % at 6 µM;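 active means activation above a set limit, the screen-wide mean activation plus 3 SD, cut at about 8.5% in these data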;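 further: 100% = positive control agonist at 1 µM giving full maximal response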
# Fluor 339 460 – intrinsic fluorescence of library compounds, ex339/em460 – biochemical, MLSMR library, data from DPM-DC assay, artefact control, profiling panel; compound autofluorescence, ex339/em460 nm, NADH buffer; stronger effect = higher value; 1 = no-compound wells, NADH background; fluorescence fold increase at 10 µM; hit rate 5.5% among 65,000; AID 709, 2007;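 active means at 10 µM, mean starting fluorescence two-fold or more over control wells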;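 further: signal is the first read of a kinetic run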
# 5-HT1A blocker – human 5-HT1a receptor antagonists, primary screen, cell-based, CHO, Ga15 NFAT-bla reporter. 5-hydroxytryptamine receptor 1A (Homo sapiens), P08908. CHO 5-HT1a Ga15 NFAT-bla reporter, antagonist mode. inhibition, % at 10 µM. hit rate 0.68% among 62,000;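 active means inhibition above the mean of all tested compounds plus 3 SD, cut at about 43% in these data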;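 further: receptor stimulated by 5-CT agonist at 100 nM near EC80; beta-lactamase reporter measured by ratiometric fluorescence of a cleavable substrate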
# HTR1E antagonist – 5-HT1E receptor antagonists, primary screen, cell-based, HTS; 5-hydroxytryptamine receptor 1E (Homo sapiens), P28566; CHO 5-HT1E Ga15 NFAT-bla reporter, FRET, antagonist; inhibition, % at 6 µM; hit rate 0.99% among 65,000; AID 571, 2007;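 active means inhibition above a set limit, the mean inhibition across every tested compound plus 3 SD, cut at about 29% in these data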;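 further: signal is the 460 over 535 nm emission ratio of beta-lactamase substrate; 0% = agonist plus DMSO wells and 100% = wells without agonist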
# S1P3 ag – human S1P3 receptor agonists, primary screen, cell-based, primary and confirmation, NFAT-BLA reporter | hit rate 0.1% among 60,000 | S1P3 NFAT-BLA reporter cells, agonism, FRET ratio; relative to 1 µM S1P, basal subtracted | AID 373, 2006 | activation, % at 4.5 µM | Sphingosine 1-phosphate receptor 3 (Homo sapiens), Q99500;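 active means activation above the screen-wide mean plus 3 SD, cut at about 4.5% in these data, passing the limit was not always enough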; further: some compounds called inactive have numbers as strong as hits
# Target sequence (Q99500 whole entry, looked up): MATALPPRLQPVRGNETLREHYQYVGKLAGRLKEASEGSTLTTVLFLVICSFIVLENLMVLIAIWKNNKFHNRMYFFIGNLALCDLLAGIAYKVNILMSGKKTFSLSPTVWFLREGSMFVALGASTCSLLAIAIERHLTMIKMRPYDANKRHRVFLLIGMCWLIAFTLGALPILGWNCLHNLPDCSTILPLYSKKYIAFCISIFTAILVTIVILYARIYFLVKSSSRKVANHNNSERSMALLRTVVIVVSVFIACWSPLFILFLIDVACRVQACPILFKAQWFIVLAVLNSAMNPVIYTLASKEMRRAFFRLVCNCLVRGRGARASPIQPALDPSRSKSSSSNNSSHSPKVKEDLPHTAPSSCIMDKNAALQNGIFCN
#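 material = human S1P3 NFAT-BLA reporter CHO cells | schedule = 4 h compound at 37 °C, 2 h substrate at RT | measured by = fluorescent BLA substrate, ex 405 nm, em 460/535 nm ratio | controls = 1 µM S1P reference | replication = primary once, confirmation triplicate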
# S1P1 ag pot – S1P1 agonists and agonism potentiators, primary screen, cell-based, primary and confirmation screens, CRE-bla reporter | Sphingosine 1-phosphate receptor 1 (Homo sapiens), P21453 | S1P1 CRE-bla cells, forskolin, beta-lactamase FRET, potentiator mode; S1P1 agonist co-added at EC20, 2 nM; 100% = saturating reference agonist, 0% = basal | activation, % at 9.5 µM | hit rate 0.57% among 56,000 | AID 449, 2006;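 active means activation above a cutoff set at the mean activation of all tested compounds plus 3 SD, cut at about 54% in these data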;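 further: forskolin at 4 µM as EC80 and the EC20 agonist is SEW2871; 100% = SEW2871 at its EC100 plus forskolin at EC80; some compounds past the cut are filed as inactive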
# Target sequence (P21453 whole entry, looked up): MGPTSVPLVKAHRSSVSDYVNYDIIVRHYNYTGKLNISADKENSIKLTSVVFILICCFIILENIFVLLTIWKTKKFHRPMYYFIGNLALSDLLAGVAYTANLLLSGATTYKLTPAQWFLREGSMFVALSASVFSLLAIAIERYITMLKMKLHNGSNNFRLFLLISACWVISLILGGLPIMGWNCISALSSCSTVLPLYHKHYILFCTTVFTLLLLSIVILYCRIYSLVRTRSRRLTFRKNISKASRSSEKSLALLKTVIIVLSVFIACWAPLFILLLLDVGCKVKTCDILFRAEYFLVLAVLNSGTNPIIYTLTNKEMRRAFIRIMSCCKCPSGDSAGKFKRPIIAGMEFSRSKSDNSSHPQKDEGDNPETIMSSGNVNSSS
# MMP13 inh – human MMP13 inhibitors, primary screen, biochemical, FRET peptide cleavage; Collagenase 3 (Homo sapiens), P45452; hit rate 0.07% among 65,000; AID 570, 2006; MMP-13 fTHP FRET cleavage, Mca fluorescence; inhibition, % at 4 µM;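 active means inhibition above the mean of compound-free control plate wells plus 3 SD, cut at about 14% in these data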;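 further: 0% = DMSO wells and 100% = wells with reference MMP-13 inhibitor after basal subtraction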
# Active calls of the source: *; . = not tested or not shown; [ ] = remark or other dose.
molecule	Her2 expr inh	A340 absorber	HTR1E agonist	Fluor 339 460	5-HT1A blocker	HTR1E antagonist	S1P3 ag	S1P1 ag pot	MMP13 inh
CCCN1C(=O)/C(=C2\SC(N3CCCCC3)=NC2=O)c2ccccc21	92	1.1	2.5	1	8	5	-1.2	9	5
COC(=O)c1ccc2c(c1)NC1=C(C(=O)CC(C)(C)C1)C(c1ccncc1)N2 (configuration not stated)	69	1.1	0.1	1	-12	-4	.	.	6
Cn1c(=O)cc(SCC(=O)N2CCN(c3ccccn3)CC2)c2ccccc21	71	1.1	-0.9	1.1	-1	-2	0.2	1	-6
Clc1cccc(CSc2nnc([C@@H]3CCCN3)o2)c1	151	1.1	0.3	1.1	2	-4	.	.	4
Cc1ccc(OCC(=O)NCc2ccccn2)cc1	110	0.97	-1.5	1	-3	5	-0.4	-4	-3
O=C(O)CCn1c(=O)c2ccccc2c2ccccc2c1=O	165	0.99	0.9	1.1	0	-10	0.8	-14	-6
CCOc1cc(N2CCOCC2)c(OCC)cc1NC(=O)Cc1ccc(OC)c(OC)c1	87	0.99	-0.2	1	-3	4	0.0	-15	1
CSc1nnc(Cn2c(=O)sc3ccccc32)n1-c1ccccc1	97	1.1	0.8	1.1	-2	3	0.8	-7	2
O=C(O)c1ccccc1C(=O)Nc1n[nH]c(=S)s1	99	1	0.2	1	-7	-3	1.1	-14	5
O=C(NCCOc1ccccc1)c1n[nH]c(=O)c2ccccc12	85	1.1	-0.2	1.1	-13	4	-0.1	-1	3
Cc1ccc(Cl)cc1N1CCN(S(=O)(=O)c2c(C)[nH]c(=O)[nH]c2=O)CC1	96	1	0.5	1.1	-1	-8	-0.5	-19	-2
c1ccc(-c2nc(CSc3nnc(-c4cccs4)o3)cs2)cc1	52	1	0.4	1.2	3	2	-0.5	21	-5
COc1ccc(C2/C(=C(/O)c3ccc(OC(C)C)cc3)C(=O)C(=O)N2CCCN2CCOCC2)cc1 (configuration not stated)	100	1	-0.5	1	.	1	-2.4	11	-4
O=S(=O)(Nc1cccnc1)c1cccc(C(F)(F)F)c1	59	1.1	-1.1	1.1	2	-4	-0.4	-7	1
COCCNC(=O)c1cn(C)c2ccc(S(=O)(=O)N(C)C3CCCCC3)cc2c1=O	98	1.1	0.5	1	-8	0	0.8	-9	0
Clc1cc(NCc2cccs2)ccc1N1CCOCC1	86	1	0.2	1.1	5	-8	-0.2	.	2
C=CCNC(=O)CN1CCC(O)(c2ccc(F)cc2)CC1	111	1	-1.0	1.1	4	-2	-0.8	-3	1
CC(C(=O)N1CCOCC1)(c1ccccc1)c1ccccc1	121	1.1	-0.1	1.1	-8	-2	.	.	6
COc1cc(C2/C(=C(/O)c3ccc(OCC(C)C)cc3)C(=O)C(=O)N2CCN(C)C)ccc1O (configuration not stated)	86	1.1	0.6	1	-12	-16	-0.6	-7	6
COc1ccc(S(=O)(=O)NCc2ccco2)c2ccccc12	126	1	-0.2	1.1	16	-3	-1.6	-12	-1
Cc1cc(OCC(=O)N2CCCC2)cc(C)c1Cl	101	0.99	-0.5	1	-8	2	-0.1	1	3
COc1ccc(-n2nnc3c(=O)n(CC(=O)NCC4CCCO4)cnc32)cc1 (configuration not stated)	128	0.99	-0.3	1.1	-10	-6	-0.2	-16	-2
COc1ccc(C(=O)N2CCN(C(=O)c3ccco3)CC2)cc1	123	1	-0.1	1	3	13	-1.4	13	3
CCn1c(COc2ccc(Cl)c(C)c2)nnc1SCC(=O)N1CCCC1	97	1	-0.6	1.1	8	5	-0.7	8	1
CCCn1c(SCC(=O)NCc2ccco2)nc2c1c(=O)n(C)c(=O)n2C	77	0.98	0.9	1	-4	-4	-0.5	-4	3
COc1ccc(OC)c(NC(=O)Cn2cnc3c(cnn3-c3ccccc3)c2=O)c1	93	1	0.3	1	-4	0	-2.0	-12	1
COC(=O)COc1nc(C)c2c(c1C#N)CC(C)(C)OC2	86	0.97	0.6	1.1	-10	-6	0.3	-4	6
Cc1cc(N2CCN(S(=O)(=O)c3ccccc3)CC2)c2ccccc2n1	116	1.1	-0.2	1.1	13	-2	0.3	6	4
COc1ccc(C(=O)Nn2c(C)ccc2C)cc1OC	101	1	-1.4	1.1	-5	2	-0.3	-31	4
COc1cc(O)c(NC(C)=O)c2nonc12	125	1	-0.3	1	12	-7	-1.7	2	-5
Nn1c(SCc2cccc3ccccc23)nnc1-c1ccco1	96	1	0.5	1.2	19	1	-1.9	-8	5
Cc1csc(NC(=O)c2ccco2)n1	80	1.1	-2.4	1	12	10	-1.2	1	-18
CC(C)(C)n1ncc2c(=O)n(CC(=O)c3ccc(Cl)cc3)cnc21	105	1	0.1	1.1	6	-7	-1.3	-12	5
C1=C(c2ccccc2)CCN(c2ncnc3nc[nH]c23)C1	80	1.1	0.6	1.1	-5	-2	0.3	4	-8
CCCCCc1nc2sc3c(c2c(=O)n1N)CCC3	97	1.1	-0.3	1.1	.	17	-3.0	0	2
COc1cccc(CNCCOCCO)c1OC	118	1	0.8	1.2	2	-4	-1.2	14	-4
CCOC(=O)Nc1ccc(Oc2ccccc2)cc1	89	1	-0.5	1.1	-24	8	-0.6	14	0
CCCOc1ccc(N2CC(C(=O)Nc3ccccc3OC)CC2=O)cc1 (configuration not stated)	87	1	-0.5	0.96	-2	-11	0.3	-11	-7
COc1ccccc1CNS(=O)(=O)c1cccc(S(=O)(=O)N2CCOCC2)c1	106	0.99	0.3	1	-5	4	-0.4	8	6
CCCC(=O)Nc1cc(C)c(NC(=O)C23CC4CC(CC(C4)C2)C3)cn1	93	0.97	0.2	1.1	-4	6	-1.0	12	-10
COc1ccc(-c2nc(C#N)c(NC(C)C)o2)cc1	248	1.1	-1.4	2.3*	-10	-9	.	.	-242[fluorescence artefact?]
c1cncc(-c2nnc3n2N=C(c2cccs2)CS3)c1	119	1	-0.4	1	-7	7	0.7	-18	-2
COc1ccc(NC(=O)c2ocnc2C)cc1OC	116	1	-1.3	1	3	13	.	.	2
CC1=C(C(=O)Nc2ccc(F)cc2)C(c2cccc(C)c2)n2nc(CCCO)nc2N1 (configuration not stated)	119	0.99	-0.5	1.1	-4	4	-1.5	-16	7
O=C(c1ccc(CNS(=O)(=O)c2ccccc2)cc1)N1CCN(c2ccccn2)CC1	102	0.99	0.1	1.1	-20	1	0.5	7	-6
CC(Sc1nc2ccccc2c(=O)n1Cc1ccco1)C(=O)c1ccccc1 (configuration not stated)	124	0.99	0.0	1.1	-8	-3	1.5	-2	-4
CN1C(=O)CC(N2CCN(CC(=O)N3CCCC3)CC2)C1=O (configuration not stated)	88	1	0.1	1.1	-8	-5	-0.8	-24	1
COC(=O)c1cn(CC(=O)NCc2ccco2)c2ccccc12	121	1	-1.4	1.2	0	-1	-0.1	3	-9
O=C(CN1CC(c2ccccc2)CC1=O)OCc1ccccc1F (configuration not stated)	56	1.1	0.7	1.1	1	1	-0.1	-16	2
O=C(Cc1coc(-c2ccc(F)cc2)n1)N1CCOCC1	87	1	-0.1	1	6	-1	0.6	0	0

# The listing continues.
molecule	Her2 expr inh	A340 absorber	HTR1E agonist	Fluor 339 460	5-HT1A blocker	HTR1E antagonist	S1P3 ag	S1P1 ag pot	MMP13 inh
CCOC(=O)C1CCN(C(=O)c2ccc(OCC)c(OCC)c2)CC1	108	1.1	0.6	1.1	-4	10	-1.2	-1	3
CCN1CC=C2C(C#N)=C(N)C(C#N)(C#N)[C@H](c3cccc(OC)c3OC)[C@H]2C1	103	1	-0.2	1.6	.	-3	-3.6	7	-15
COc1ccc(C2N(c3cc(Cl)ccc3OC)C(=O)C3CCCN32)cc1 (configuration not stated)	102	0.99	1.7	1	-13	-8	0.0	-10	1
COc1cccc(-n2c(Cc3cc(=O)[nH]c(=O)[nH]3)nnc2SCC(=O)N2CCCCCC2)c1	70	1.1	0.5	1.1	11	10	-1.3	-17	0
CC(C)OC(=O)CSc1nnnn1-c1ccc2c(c1)OCCO2	84	0.98	-0.8	1	-5	-3	0.4	-4	0
O=c1c2cc(N3CCOCC3)ccc2[nH]c(=S)n1Cc1ccccn1	92	1.1	0.1	3.5*	-4	2	.	.	-13
Cc1ccc2cc(CN(Cc3cccs3)Cc3nnnn3CC3CCCO3)c(=O)[nH]c2c1C (configuration not stated)	119	1	0.7	1.2	5	-1	1.3	-10	-6
CCOC(=O)C1CCCN(C(=O)CCc2ccccc2)C1 (configuration not stated)	96	1.1	0.1	1.1	-1	-2	-0.8	0	1
Cc1cc(C)n(C(=O)c2cc3ccccc3c(=O)o2)n1	96	1	-0.7	1.1	3	-14	0.3	-11	-1
CCn1c(Cn2nnc(-c3ccccc3)n2)nnc1SCC(=O)Nc1ccccc1	113	1	1.0	1.1	-3	-16	-0.7	-4	1
Cc1cccc(C)c1OCc1nnc(SCC(=O)Nc2nccs2)o1	78	1	1.4	1.1	5	3	-0.2	0	0
COc1cccc(Cn2c(OCC3CCCO3)nc3c2c(=O)n(C)c(=O)n3C)c1 (configuration not stated)	123	0.98	0.3	1	.	1	-0.1	-6	-8
O=C(c1cnn2ccccc12)N1CCCc2ccccc21	68	1.1	0.7	1.1	-1	-3	0.6	-23	3
Cn1c2ccccc2c2c(C(=O)NCCCN3CCCC3=O)cn(C3CCCCC3)c(=O)c21	107	1	0.7	2.5*	5	-8	.	.	-42
Cn1c(CN2CCN(c3ccc(Cl)cc3)CC2)nc2ccccc21	100	1	0.3	1.1	-27	10	-1.7	-18	2
Clc1ccc(Cn2ncc3c(N4CCCC4)ncnc32)cc1	75	1.1	0.8	1.1	3	19	-0.2	-40	2
c1nnc2c3c4c(sc3ncn12)CCC4	107	1	0.1	1.1	-8	-4	0.0	-8	-1
Cc1cc(C)c2nc3c(c(C(=O)O)c2c1)CCC3	106	0.98	0.0	1.2	-10	-11	-0.9	15	-7
Cc1ccc(C)n1-n1cnc2scc(-c3cccs3)c2c1=O	112	1	-0.2	1.1	-8	6	0.5	-48	0
O=C(Nc1ccccc1N1CCN(c2ccc(F)cc2)CC1)c1ccccc1	105	0.98	-0.4	1.1	29	4	-1.9	10	0
O=C(c1cccc(S(=O)(=O)N2CCOCC2)c1)N1CCOCC1	94	0.99	1.3	0.87	-1	0	-1.0	.	1
